# M. tuberculosis HTS – M. tuberculosis growth inhibition, HTS (AID 449762); one-dose inhibition, % at 25 µM; IC50 in µM for titrated hits; hit rate 0.59% among 330,000; M. tuberculosis H37Rv growth inhibition, 7H9 media; higher % means a stronger effect; in the data active = a potency from the dose series; inconclusive = inhibition above about 70% without an active follow-up result;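 note: bacterial growth assessed after seven days of incubation; strong numbers were not always called active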
# M. tuberculosis – growth inhibition of non-replicating M. tuberculosis (AID 488890); Mycobacterium tuberculosis non-replicating, growth inhibition; higher % means a stronger effect; hit rate 0.39% among 320,000; inhibition, % at 25 µM; hits with a dose series show IC50 in µM; in the data active = a potency from the dose series; inconclusive = inhibition mostly from about 82% at the one dose, without a potency; inactive = the rest, 99 in 100 with inhibition below about 76%;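 note: plate controls were DMSO cells for no effect and high antibiotic wells for full effect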
# influenza NS1A – H1N1 influenza NS1A inhibitors, functional cell based assay (AID 504329). NS1A functional cell-based assay, percent inhibition; higher % means a stronger effect. inhibition, % at 12.5 µM; hits with a dose series show IC50 in µM. hit rate 0.3% among 340,000; in the data active = a potency from the dose series; inconclusive = inhibition above about 27% without an active follow-up result; note: strong numbers were not always called active
# Salmonella PhoP GFP – PhoP regulon inhibitors, Salmonella typhi PhoP promoter GFP reporter, confirmatory (AID 1850). Salmonella Typhi PhoP-promoter GFP reporter, fluorescence, 4 h; higher % means a stronger effect. inhibition, % at 50 µM, or IC50 in µM where a hit was titrated. hit rate 0.33% among 310,000; in the data active = a potency from the dose series; inconclusive = inhibition mostly from about 25% at the one dose, without a potency; inactive = the rest, 99 in 100 with inhibition below about 19%;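 note: 0% = induced wells with vehicle and 100% = uninduced wells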
# inhibitors of VEEV – inhibitors of VEEV TC-83 cytopathic effect, confirmation, Vero cells (AID 588727); Vero cells, VEEV TC-83 cytopathic effect inhibition; higher % means a stronger effect; hit rate 0.13% among 350,000; one-dose inhibition, % at 20 µM; IC50 in µM for titrated hits; in the data active = a potency from the dose series; inconclusive = inhibition mostly from about 14% at the one dose, without a potency; inactive = the rest, 99 in 100 with inhibition below about 12%; note: strong numbers were not always called active
# inhibitors of VEEV 10K pilot screen – recorded beside inhibitors of VEEV, whose call it bears; inhibition, %; measured here: 10K pilot screen inhibition
# * = called active by the depositor; i = inactive; ? = inconclusive; / = not tested or not shown.
SMILES,M. tuberculosis HTS,M. tuberculosis,influenza NS1A,Salmonella PhoP GFP,inhibitors of VEEV,others
COc1ccc(-c2nnc(SCC(=O)c3cccs3)o2)c(OC)c1,2%,19%,3%,-8%,0.5%,
CCOc1ccccc1NC(=O)Cn1nnc(C(=O)Nc2ccccc2Cl)c1N,/,/,17%,/,0.4%,
CCOc1ccc(/C(CCC(=O)O)=N/NC(=O)c2cccc(S(=O)(=O)Nc3ccccc3OC)c2)cc1,-11%,18%,5%,/,2.5%,
COc1ccc(N2CCN(CC(=O)Nc3cc(C)cc(C)c3)CC2)cc1,8%,51%,4%,0%,0.8%,
COc1ccc(CN2CN(C3CCCC3)CSC2=S)cc1,?,32%,-2%,3%,i,
O=[N+]([O-])c1cc([N+](=O)[O-])c2c(=Nc3ccccc3)n(-c3ccccc3)n(O)c2c1,6.3µM*,?,8%,-1%,?,
CCSc1ccc2nnc(-c3cccs3)n2n1,5%,16%,-4%,4%,1.5%,
Cc1nc2oc3ccccc3c(=O)c2cc1C(=O)O,-3%,-10%,-1%,-9%,i,
Cn1cnnc1SCC(=O)NNC(=O)COc1ccc(Br)cc1,-2%,0%,-14%,-21%,0.8%,
Cc1ncc(C[n+]2csc(C)c2C)c(N)n1,-1%,-16%,-16%,12%,0.1%,
Cc1ccc(C(=O)COC(=O)CCc2nc3ccccc3[nH]c2=O)cc1C,-2%,7%,-2%,-3%,0.5%,
Cc1cc2nc(C(F)(F)F)[nH]c(=O)n2n1,9%,6%,-20%,3%,0.9%,
CCC(CC)CN1CCN=C1Nc1ccccc1,-9%,-6%,1%,1%,0.1%,inhibitors of VEEV 10K pilot screen=0.7
Cc1ccc2cc(C(c3nnnn3Cc3ccccc3)N3CCc4ccccc43)c(=O)[nH]c2c1 (stereo not given),66%,36%,12%,5%,i,
Cc1ccccc1NS(=O)(=O)c1ccc(C(=O)NCC(C)(C)N2CCOCC2)cc1,-9%,-9%,-5%,4%,2.8%,

# Next part; the last 3 above are carried over.
SMILES,M. tuberculosis HTS,M. tuberculosis,influenza NS1A,Salmonella PhoP GFP,inhibitors of VEEV,others
CCC(CC)CN1CCN=C1Nc1ccccc1,-9%,-6%,1%,1%,0.1%,inhibitors of VEEV 10K pilot screen=0.7
Cc1ccc2cc(C(c3nnnn3Cc3ccccc3)N3CCc4ccccc43)c(=O)[nH]c2c1 (stereo not given),66%,36%,12%,5%,i,
Cc1ccccc1NS(=O)(=O)c1ccc(C(=O)NCC(C)(C)N2CCOCC2)cc1,-9%,-9%,-5%,4%,2.8%,
CN1/C(=C/C=C(/C#N)C(N)=O)C(C)(C)c2ccccc21,2%,7%,-3%,-6%,8.6%,
CN(CC(=O)Nc1cccc(F)c1)C(=O)CSc1ccccc1,2%,16%,-4%,-1%,2.2%,
CN(CCc1nnc(N)s1)[N+](=O)[O-],14%,0%,0%,-13%,i,
CC1=NN(/C(=N\c2nnc(C)s2)Nc2ccccc2)[C@H](c2cccc3ccccc23)S1,-1%,57%,9%,7%,3.9%,
COC(=O)c1ccc(/C=N/NC(=O)C2CC(=O)N(c3ccc(F)cc3)C2)cc1 (stereo not given),4%,9%,-3%,3%,1.7%,
Cc1ccc(NCC(=O)N/N=C\c2ccc([N+](=O)[O-])o2)cc1,?,?,9%,16%,i,
CCN1CCN(c2ccc(NC(=O)COc3ccc(Cl)cc3C)cc2)CC1,-1%,53%,-3%,/,4.2%,
Cc1cccc(NC(=O)Cc2nc(-c3c[nH]c(C(=O)N4CCCC4)c3)cs2)c1,/,/,3%,/,7.8%,
CCOc1cc(-c2sc(Nc3cc(C)ccc3OC)n[n+]2-c2ccccc2)ccc1OC,?,4.3µM*,-9%,-9%,5.8%,
Cc1csc(=O)n1CC(=O)OC(C)C(=O)Nc1ccc(F)c(F)c1F (stereo not given),-9%,-8%,0%,4%,0.2%,
COc1ccc(CC(=O)OC2CCCN(C)C2)cc1 (stereo not given),-12%,-18%,2%,0%,0.6%,
CCCCn1c(-c2cccnc2)nc2cc3[nH]c(=O)c(C(C)C)nc3cc21,13%,25%,-1%,-3%,6.6%,
Nc1c(Cl)c(Cl)nc(C(=O)OCC(=O)N2CCCC2=O)c1Cl,-10%,-1%,-6%,8%,2.1%,
C=CCc1c(C)nc(C)nc1N/N=C/c1ccc(F)cc1,7%,14%,0%,5%,0.8%,
O=C(COc1ccccc1)NC1CCCc2ccccc21 (stereo not given),-1%,78%,-7%,-17%,i,
Cc1cc(Cl)ccc1OCC(=O)NC(=S)Nc1ccc(Cl)cn1,-2%,10%,-15%,-6%,4.1%,
O=C(N/N=C/c1ccc(-c2ccccc2)o1)c1ccccc1O,-4%,-4%,-6%,-14%,5.5%,
Cc1ccc(Cn2ccc(C3CC3)n2)cc1,-11%,46%,-1%,10%,0.6%,
Cc1ccc2occ(C(c3nnnn3Cc3ccccc3)N3CCOCC3)c(=O)c2c1 (stereo not given),-3%,13%,4%,-2%,0.9%,
C#CCOCCOCCOCCNc1nc(N2CCN(C(=O)[C@H](CO)n3cc([C@@H](N)C(C)C)nn3)CC2)nc(N2CCN(C(=O)[C@H](CCCCN)n3cc([C@@H](N)[C@H](C)CC)nn3)CC2)n1,1%,65%,-1%,/,0.5%,
COc1ccccc1NC(=O)CCN1C(=O)C2CC=CCC2C1=O (stereo not given),8%,-3%,-6%,-5%,3.5%,
O=C(CSc1nnc2ccc(-c3ccccn3)nn12)NCC1CCCO1 (stereo not given),0%,-3%,12%,18%,0.1%,
CCCCCCCCCCCCN1[C@@H](CC(C)=O)c2cc(F)ccc2S1(=O)=O,0%,8%,-17%,-6%,0.1%,
COC(=O)Cc1[nH]nc2c1C(c1cc(OC)c(OC)c(OC)c1)C(C#N)=C(N)O2 (stereo not given),-1%,-7%,-14%,1%,0.1%,
N#Cc1c2c(c(NCc3ccco3)n3c1nc1ccccc13)CCC2,5%,2%,-1%,-1%,i,
COc1ccc(-c2nn(CC(=O)N(C)C)c(=O)c3ccccc23)cc1,-4%,-2%,-3%,-2%,5.2%,
COc1cc([N+](=O)[O-])ccc1NC(=O)Cc1ccccc1,-2%,23%,9%,-10%,1.6%,
COc1cc(-c2n[nH]c(=S)n2-c2ccc(Br)cc2)cc(OC)c1OC,-2%,-15%,-2%,-6%,1.2%,
COc1ccc(CCNC(=O)COC(=O)CNS(=O)(=O)c2ccc(SC)c([N+](=O)[O-])c2)cc1,-5%,-16%,0%,/,0.2%,
CCOC(=O)c1ccc(OCc2nc(-c3cccs3)no2)cc1,8%,62%,10%,-9%,0.2%,
NS(=O)(=O)c1ccc(CCNC(=O)c2cc(-c3ccc(Br)cc3)nc3ccccc23)cc1,5%,40%,4%,-5%,12%,
CCOC(=O)c1c(NC(=O)COc2ccccc2C#N)sc2c1CC(C)(C)NC2(C)C,13%,67%,-11%,-8%,6.7%,
CCOC(=O)c1c(NC(=O)C2=C(C)NC(=S)NC2c2ccc(F)cc2)sc(C)c1C (stereo not given),?,57%,16%,-4%,?,
COc1cc(N2C(=O)c3ccccc3C2=O)c(Cl)cc1C(=O)OCC(=O)N1CCOCC1,-4%,-2%,4%,-10%,0.6%,
Cc1ccc(N2CCN(S(=O)(=O)N3CCCCC3)CC2)c(C)c1,-9%,11%,/,-10%,i,
COc1ccc(C2=NOC(C(=O)NCc3ccccn3)C2)cc1OC (stereo not given),6%,-2%,-1%,-6%,3.0%,
CCOC(=O)c1c(NC(=O)Nc2ccc(C)cc2)sc2c1CCN(C)C2,2%,23%,/,11%,1.0%,
Cc1cc2cc(CNS(=O)(=O)N(C)C)ccc2[nH]1,-5%,23%,19%,-1%,0.5%,
COc1cc(OC)c(/C=C2\SC(=O)N(CC(=O)Nc3ccccc3F)C2=O)c(OC)c1,2%,4%,4%,0%,13%,
COc1ccc2nc(N3C(=O)CC(Cc4ccc(C)cc4)C3=O)sc2c1 (stereo not given),48%,9%,-3%,-6%,3.0%,
OCC[C@@H]1C[C@H](O)[C@@H](O)[C@@]2(Cc3ccccc3CCO2)O1,1%,-4%,2%,2%,0.1%,inhibitors of VEEV 10K pilot screen=1.3
COc1ccc(NC(=O)CC2SC(N3CCCC3)=NC2=O)cc1Cl (stereo not given),-12%,17%,-14%,/,1.0%,
Cc1ccc(N=Cc2sc(O)c3ccccc23)cc1,7%,7%,-4%,-1%,7.0%,
O=C(CN1C(=O)c2ccccc2C1=O)N1CCN(C2c3ccccc3-c3ccccc32)CC1,7%,17%,0%,-5%,0.0%,
CCOc1ccc(NC(=O)CSc2nc3ccccc3c(=O)n2CCNC(C)=O)cc1,7%,7%,-7%,-22%,i,
O=C(CSc1nnc(-c2ccncc2)n1-c1ccccc1)N1CCN(c2ccc(Cl)cc2)CC1,-5%,2%,-4%,-7%,i,
O=C(Nc1cnc2ccccc2c1)c1ccncc1,5%,/,-5%,14%,0.5%,
CC1CCN(c2ccc(C(=O)NCc3ccco3)cc2[N+](=O)[O-])CC1,67%,-27%,14%,-2%,2.4%,
CCCCOc1ccc(Cn2c(=O)oc3ccccc32)cc1,5%,/,-3%,4%,i,
CCOc1ccc(-n2c(SCC(=O)Nc3cc(C)on3)nc3c(c2=O)SCC3)cc1,6%,-11%,-9%,8%,i,
COc1ccc(CCNC(=O)CSc2nnc(-c3ccccc3)o2)cc1OC,0%,3%,-2%,5%,2.0%,
O=C(COC(=O)c1ccccc1O)NC(=O)c1ccc(OC(F)F)cc1,3%,60%,-9%,/,1.9%,
CN(C)/C=C1/C(=O)N(c2ccc([N+](=O)[O-])cc2)N=C1c1ccccc1,0%,i,/,2%,/,
COc1ccccc1N1CCN(C(=O)c2c(C)noc2C)CC1,9%,-7%,-18%,1%,3.6%,
CCOc1cc(CO)cc(Br)c1OCC(=O)O,-13%,-3%,-2%,8%,5.8%,
CC1CCN(c2ccc(NC(=O)c3cccnc3)cc2)CC1,6%,14%,-143%,4%,1.4%,
CC1CCCN(C2=C(NS(=O)(=O)c3ccc(Cl)cc3)C(=O)c3ccccc3C2=O)C1 (stereo not given),11%,10%,3%,-10%,i,
COc1ccccc1NC(=O)Cn1nnc(C(=O)NCc2ccc3c(c2)OCO3)c1N,3%,-4%,-1%,-4%,3.3%,
c1csc(C2CCCN2c2nc3nonc3nc2NC2CC2)n1 (stereo not given),0%,-7%,0%,-1%,0.3%,
CC(C)c1ccc(S(=O)(=O)N2CCC(C(=O)NCc3ccco3)CC2)cc1,/,/,2%,/,1.0%,

# By substructure: the entries above with bromine
SMILES,M. tuberculosis HTS,M. tuberculosis,influenza NS1A,Salmonella PhoP GFP,inhibitors of VEEV,others
Cn1cnnc1SCC(=O)NNC(=O)COc1ccc(Br)cc1,-2%,0%,-14%,-21%,0.8%,
COc1cc(-c2n[nH]c(=S)n2-c2ccc(Br)cc2)cc(OC)c1OC,-2%,-15%,-2%,-6%,1.2%,
NS(=O)(=O)c1ccc(CCNC(=O)c2cc(-c3ccc(Br)cc3)nc3ccccc23)cc1,5%,40%,4%,-5%,12%,
CCOc1cc(CO)cc(Br)c1OCC(=O)O,-13%,-3%,-2%,8%,5.8%,

# More structures follow.
SMILES,M. tuberculosis HTS,M. tuberculosis,influenza NS1A,Salmonella PhoP GFP,inhibitors of VEEV,others
O=C(COc1ccc(C2SCCS2)cc1)Nc1ccc(Cl)cc1,-5%,34%,0%,5%,1.2%,
COc1ccc(CN(C)C(=O)c2ccc(OCC(=O)N3CCOCC3)c(OC)c2)cc1,7%,20%,0%,/,0.5%,
Cc1cc(C)cc(N(CC(=O)NCc2ccccc2Cl)S(=O)(=O)c2c(C)[nH]c(=O)[nH]c2=O)c1,2%,19%,-7%,-5%,i,
COc1ccc(S(N)(=O)=O)cc1C(=O)OCC(=O)N1CCCC(C)C1 (stereo not given),-5%,-3%,-5%,/,0.7%,
O=S(=O)(CCS(=O)(=O)c1ccccc1)c1ccccc1,/,/,-17%,/,3.5%,
O=C(NC1CCSc2ccccc21)c1ccc(F)cc1 (stereo not given),7%,?,-5%,-5%,0.2%,
CC(=O)Nc1ccc2nc(CN3CCN(Cc4ccc(F)cc4)C(CCO)C3)ccc2c1 (stereo not given),-5%,8%,2%,20%,i,
CCOC(=O)N1CCN(CC(O)c2ccccc2)CC1 (stereo not given),-1%,-3%,1%,11%,2.5%,
CCN(CC)CCOc1ccc(C=NNc2nc3c([nH]2)c(=O)n(C)c(=O)n3C)cc1,/,/,2%,/,1.1%,
CC1(c2ccccc2Cl)NC(=O)N(CC(=O)Nc2ccccc2OC(F)F)C1=O (stereo not given),-2%,4%,10%,19%,1.0%,

# Reprinted at random: 2 entries already listed, in no set order.
SMILES,M. tuberculosis HTS,M. tuberculosis,influenza NS1A,Salmonella PhoP GFP,inhibitors of VEEV,others
O=C(NC1CCSc2ccccc21)c1ccc(F)cc1 (stereo not given),7%,?,-5%,-5%,0.2%,
COc1ccc(S(N)(=O)=O)cc1C(=O)OCC(=O)N1CCCC(C)C1 (stereo not given),-5%,-3%,-5%,/,0.7%,
